ERp5 inh: ERp5 (human) disulfide isomerase inhibition; inhibition, % at 9.99 µM; ERp5 insulin aggregation, absorbance 650 nm, 90 min; actives 0.05% (n = 350,000);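 active = mean replicate inhibition above about 25%, with every replicate also reaching it, limit read from the data, passing the limit was not always enough; inconclusive = only one of those two criteria met; inactive = neither criterion met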
Target sequence (Q15084 whole entry, looked up): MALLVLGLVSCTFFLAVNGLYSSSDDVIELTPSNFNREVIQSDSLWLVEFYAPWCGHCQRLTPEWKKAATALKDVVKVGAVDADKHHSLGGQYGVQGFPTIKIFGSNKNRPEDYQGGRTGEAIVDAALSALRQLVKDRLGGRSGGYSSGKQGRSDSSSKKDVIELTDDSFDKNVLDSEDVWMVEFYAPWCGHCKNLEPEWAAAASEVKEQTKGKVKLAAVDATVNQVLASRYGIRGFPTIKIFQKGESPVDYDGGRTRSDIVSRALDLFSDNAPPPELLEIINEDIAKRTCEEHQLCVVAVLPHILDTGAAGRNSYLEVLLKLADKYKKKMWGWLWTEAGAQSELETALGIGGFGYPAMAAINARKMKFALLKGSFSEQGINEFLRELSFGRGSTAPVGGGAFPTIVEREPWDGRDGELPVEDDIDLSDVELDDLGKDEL
miR-122 sensor: miR-122 inhibition in Huh7 cells. Huh7 miR-122 Renilla luciferase sensor, 48 h; neutral wells = 0, positive control = 100. activation (reporter increase), % at 12.5 µM. actives 0.3% (n = 340,000);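 active = mean replicate activation score at least 90 and every replicate individually at or above 90; inconclusive = only one of the two criteria met; inactive = neither criterion met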;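 note: higher luciferase means less miR-122 activity so hits act as miR-122 inhibitors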
ARNT-TACC3 inh: ARNT/TACC3 interaction disruption; Q9Y6A5; AlphaScreen His-ARNT PAS-B/GST-TACC3 binding, luminescence; TACC3 fragment carries E629A point mutation; inhibition, % at 9.99 µM; actives 0.66% (n = 390,000);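 active = mean inhibition of replicates at least 50% and at least half of replicates each reaching 50%; inconclusive = half or more replicates reach 50% but mean below 50%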;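 note: 0% = complete ARNT plus TACC3 wells and 100% = ARNT alone without TACC3; many hits fall short of the cut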
Cneo AK release: causes C. neoformans cell lysis | adenylate kinase release luminescence, 4 h; normalised: neutral wells 0, clomiphene wells 100 | lysis activity, % at 15 µM | actives 0.2% (n = 360,000) | AID 651654;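 active = mean lysis activity across replicates of at least 80%, whatever share of replicates individually reach that level; inactive = mean lysis activity below 80%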
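Signal: Adenylate kinase release luminescence | Assay system: Log-phase Cryptococcus neoformans yeast cells | Input: Cells at 5 × 10^6 per mL | Buffer or medium: Fresh YPD growth medium | Compound: Single dose | Schedule: Static 4 h at 37 °C with compound, 1 h detection | Controls: Clomiphene | Read-out: Luminescence rise reflecting yeast cell lysis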
SIRT5 block: blocks human SIRT5 desuccinylation of peptide; Q9NXA8; Purified SirT5, succinyl-peptide AMC, trypsin-coupled fluorescence; inhibition, % at 15 µM; actives 1.1% (n = 330,000); AID 652115; in the data active = inhibition above about 15%; inconclusive = no clear call, values can overlap the other calls
Target sequence (Q9NXA8 whole entry, looked up): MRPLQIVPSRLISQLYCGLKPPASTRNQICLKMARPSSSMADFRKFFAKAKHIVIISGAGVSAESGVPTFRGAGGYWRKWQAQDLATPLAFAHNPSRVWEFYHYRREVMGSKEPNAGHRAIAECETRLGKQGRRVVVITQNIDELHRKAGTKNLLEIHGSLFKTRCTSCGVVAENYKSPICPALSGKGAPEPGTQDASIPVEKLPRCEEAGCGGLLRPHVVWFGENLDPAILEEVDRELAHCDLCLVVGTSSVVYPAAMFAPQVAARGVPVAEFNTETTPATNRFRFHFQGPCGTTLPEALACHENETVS
esBAF inh: inhibitors of esBAF chromatin remodeling in mouse ES cells; reporter increase, % at 12.5 µM; actives 2% (n = 350,000); AID 602393; Bmi1-luciferase knock-in reporter, 24 h; 100% = twice the neutral-well signal; in the data active = activation above about 40%; inconclusive = no clear call, values can overlap the other calls;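 note: 0% = median of the plate's neutral control wells and 100% = double that signal; a rise in the Bmi1 reporter signal indicates esBAF inhibition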
C2C12 statin: suppression of simvastatin myotoxicity; C2C12 myotubes + simvastatin, ATP luminescence, 48 h; scaled: DMSO 0, geranylgeraniol control 100; rescue of ATP level, % at 7.49 µM; actives 0.78% (n = 330,000); AID 602340;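 active = mean ATP rescue above about 67%, or every replicate alone reaching that limit, limit read from the data, passing the limit was not always enough; inconclusive = no clear call, values can overlap the other calls; inactive = mean under the limit and some replicate under it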;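 note: myotubes were challenged with 10 µM simvastatin during compound exposure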
* = called active by the depositor; u = inconclusive; x = not tested or not shown; [ ] = dose if it differs, or a comment. This is a random part of the collection; 4% or so of the library scored in one or more.

Value order – ERp5 inh, miR-122 sensor, ARNT-TACC3 inh, Cneo AK release, SIRT5 block, esBAF inh, C2C12 statin
- COc1ccc(NC(=O)COC(=O)c2ccc3c(c2)OCO3)c(OC)c1
  -3, 1, -7, -1, x, x, 7
- COc1ccc(OC)c(NC(=O)C2(C)CCN2CCOc2ccccc2)c1 (configuration not stated)
  -3, 1, x, -3, -4, 6, 6
- Cc1nc(NC(=O)COC(=O)/C=C/c2ccco2)c(Cl)cc1Cl
  -2, x, x, -3, 3, -4, 4
- Cc1ccc[n+](CC(=O)c2ccc(Br)cc2)c1C
  2, 3, 34, -3, 2, 5, -1
- NC(CO)c1csc(Nc2ccc(C(F)(F)F)cn2)n1 (configuration not stated)
  4, x, x, 5, -3, x, x
- O=C(Nc1ccccc1Br)C1CCN(S(=O)(=O)c2cccs2)CC1
  5, u, -13, -4, x, 6, 2
- CCOC(=O)/C(C#N)=C/c1c(N2CCN(c3ccc(OC)cc3)CC2)nc2c(C)cccn2c1=O
  0, -2, 6, -9, -2, 16, u
- CSc1nc2c(c(=O)[nH]c(=O)n2C)n1CCCc1ccccc1
  2, x, -18, -2, -2, -7, -13
- O=C(CNCC1CCCO1)Nc1ccc(N2CCCCCC2)cc1 (configuration not stated)
  x, 6, 10, 1, x, 3, 15
- COC(=O)C1=C(C)OC(N)=C(C#N)C1c1c(C)nn(-c2ccccc2)c1Cl (configuration not stated)
  x, -8, -4, 0, x, 2, -4
- Cc1occc1C(=O)Nc1nnc(C2CCCCC2)s1
  x, -12, -5, 19, x, u, -17
- C[C@H](NC(=O)C[C@H]1C=C[C@H](NC(=O)c2cccnc2)[C@@H](CO)O1)c1ccccc1
  -2, x, -1, -5, 1, -1, -4
- CC1(Oc2ccc(Cl)cc2)CCN(Cc2cccn2-c2nccs2)C1 (configuration not stated)
  -1, x, x, -5, -3, 3, -4
- O=C(NCCCN1CCCC1=O)c1cc(-c2ccc3c(c2)OCO3)nc2ccccc12
  2, 1, 2, 1, 2, 10, -4
- O=C(C[C@@H]1CC[C@H]2[C@@H](COC[C@@H](O)CN2C(=O)c2ccccc2F)O1)N1CCCCC1
  -8, 6[16.7 µM], -1, -2, -2, -1, 6
- COc1ccc(S(=O)(=O)N(C)C[C@H]2OCCCC[C@@H](C)Oc3ccc(NC(=O)CCCN(C)C)cc3C(=O)N([C@H](C)CO)C[C@@H]2C)cc1
  -1, 7[16.7 µM], 2, -2, -4, 2, x
- Cc1ccccc1-c1ccc([C@@H]2[C@H](CO)N3CCCCN(S(=O)(=O)Cc4ccccc4)C[C@@H]23)cc1
  x, 4[16.7 µM], 17, 8, x, -12, -10
- Cc1ccc2nsnc2c1S(=O)(=O)N(Cc1ccco1)Cc1cc2ccc(C)c(C)c2[nH]c1=O
  x, 3, 0, -2, x, 9, -1
- CN1C(C(=O)NCCc2cccs2)CC2Cn3c(nc4cc(Cl)c(Cl)cc43)C21 (configuration not stated)
  2, -7, -15, -3, x, -6, -7
- C=CCn1c(CCCNC(=O)CCC)nc2ccccc21
  x, 0, -1, -1, x, 2, 18
- O=C(Nc1ccc(NC(=O)c2cccs2)cc1)c1ccc2ccccc2c1
  1, -4, -5, 0, -14, 0, -16
- Cc1cccc(NC(=O)COC(=O)CNC(=O)C2CCCCC2)c1
  x, -8, 1, 3, x, -1, 1
- Cc1noc(C)c1S(=O)(=O)Nc1ccc2c(c1)C(=O)N([C@H](C)CO)C[C@H](C)[C@H](CN(C)C(=O)Cc1ccccc1)OCCCC[C@H](C)O2
  21, -8[16.7 µM], -7, -1, 2, 16, -23
- COc1ccc(NC(=O)CSc2nnc(NC(=O)c3ccco3)s2)cc1OC
  -3, -1, -3, 0, -3, -1, -3
- N#C/C(=C\c1ccccc1)C(=O)NNS(=O)(=O)c1cccc([N+](=O)[O-])c1
  -2, -5, -3, 0, 1, -4, 12
- C[C@H]1CN([C@@H](C)CO)S(=O)(=O)c2ccc(-c3ccccc3F)cc2O[C@H]1CN(C)C(=O)C1CC1
  -1, 2[16.7 µM], -8, -2, -3, 2, -28
- C[C@H](CO)N1C[C@H](C)[C@@H](CN(C)Cc2ccc(C(=O)Nc3ccccc3N)cc2)Oc2c(NS(C)(=O)=O)cccc2C1=O
  11, -4[16.7 µM], 5, 2, x, 1, x
- CCCCCn1c(=O)c2ccccc2n2c(=S)[nH]nc12
  6, -3, -22, 1, 3, -3, -5
- CCCCCCCCCCCCCCCC(=O)NCCO
  -3, -7, -3, 2, -4, 1, 9
- COc1ccc(C2Nc3ccccc3NC3=C2C(=O)CC(C)(C)C3)cc1O (configuration not stated)
  3, 3, 47*, 0, -3, 13, -4

Records listed so far printed as active in ARNT-TACC3 inh.
canonical_smiles | ERp5 inh | miR-122 sensor | ARNT-TACC3 inh | SIRT5 block | esBAF inh
COc1ccc(C2Nc3ccccc3NC3=C2C(=O)CC(C)(C)C3)cc1O (configuration not stated) | 3 | 3 | 47* | -3 | 13

The main list resumes; the 2 compounds before the break are reprinted first.
Molecule | ERp5 inh | miR-122 sensor | ARNT-TACC3 inh | Cneo AK release | SIRT5 block | esBAF inh | C2C12 statin
CCCCCCCCCCCCCCCC(=O)NCCO | -3 | -7 | -3 | 2 | -4 | 1 | 9
COc1ccc(C2Nc3ccccc3NC3=C2C(=O)CC(C)(C)C3)cc1O (configuration not stated) | 3 | 3 | 47* | 0 | -3 | 13 | -4
Cn1c(=NC(=O)CSCC(=O)N2CCOCC2)sc2ccccc21 | x | -7 | -1 | -5 | x | -1 | 0
Cc1ccc(N(CC(=O)Nc2cc(Cl)ccc2Oc2ccccc2)S(C)(=O)=O)c(C)c1 | x | 5 | -8 | 0 | x | -1 | 4
COc1ccc(S(=O)(=O)Nc2cccc3c2O[C@@H](CN(C)C(=O)Nc2ccc4c(c2)OCO4)[C@H](C)CN([C@H](C)CO)C3=O)cc1 | -3 | 2[16.7 µM] | -10 | -4 | 1 | 3 | x
O=C(NC1CCCCCC1)c1ccc2nc3cc(Cl)ccc3c(=O)n2c1 | 4 | -3 | -20 | x | 0 | x | x
CCOC(=O)N1CCN(C(=O)c2ccc(Cl)nc2)CC1 | 0 | -3 | -6 | 0 | 0 | x | x
CC1(NC(=O)Cc2csc(-c3cccc(Cl)c3)n2)CCS(=O)(=O)C1 (configuration not stated) | -6 | 6 | -2 | -1 | -2 | 8 | -13
Cc1ccc(S(=O)(=O)C/N=C(/NC(=S)N(c2ccccc2)c2ccccc2)c2ccccc2)cc1 | 4 | 0 | -3 | 1 | -3 | -7 | -1
O=C(Nc1ccc(-c2nc3ncccc3o2)cc1)c1ccc([N+](=O)[O-])o1 | 3 | 5 | x | 0 | 0 | -56 | 226*
Cc1nc(-c2ccc([N+](=O)[O-])cc2)sc1C(=O)O | 7 | 2 | 7 | 1 | 1 | 16 | -4
C[C@@H]1CN([C@H](C)CO)C(=O)Cc2cc(NC(=O)C3CCCCC3)ccc2O[C@H]1CN(C)C(=O)Nc1ccccc1 | 3 | -4[16.7 µM] | -13 | -7 | -1 | 5 | -8
N#CC1=C(N2CCCCC2)c2cc3c(n2C1=O)CCCC3 | x | -3 | 9 | 1 | x | 7 | 2
CCc1occc(=O)c1Oc1cc(NN2CCCCC2)c([N+](=O)[O-])cc1[N+](=O)[O-] | 3 | -3 | 3 | 1 | x | 2 | -4
O=C(O)c1ccc(/C=N/NC(=O)c2ccc3c(c2)OCCO3)cc1 | 2 | -4 | -2 | 0 | 0 | 2 | 9
Cc1nc(N2N=C(c3ccc(Cl)cc3)CC2c2ccco2)sc1C(=O)N(C)C (configuration not stated) | 3 | 1 | -27 | -1 | 0 | 20 | -25
COCCSc1nnc(NC(=O)c2ccc3c(c2)OCO3)s1 | -5 | x | -4 | x | 1 | x | x
Cc1ccc(C(N)=S)c(C)c1 | x | -1 | -4 | -1 | x | -3 | 14
COc1cc(-c2cc(-c3ccc(F)cc3)nc(N)c2C#N)ccc1O | 2 | 25 | -10 | x | 0 | x | x
NC(=O)c1cc(-c2ccccc2)nc(N2CCOCC2)n1 | x | -5 | -7 | 1 | x | -11 | 86*
C#CCSc1nnc(-c2sc3ccccc3c2Cl)o1 | x | 0 | 0 | 0 | x | 51* | -316
COC(=O)c1c(C)[nH]c(C(=O)C(C)OC(=O)C2CC(=O)N(c3ccc(C)cc3)C2)c1C (configuration not stated) | 2 | x | -2 | 4 | -3 | 4 | 7
CCS(=O)(=O)Nc1ccc(C2=NN(S(=O)(=O)c3ccc(F)cc3)C(c3ccco3)C2)cc1 (configuration not stated) | x | -2 | x | x | x | 0 | -7
CN(C)CC1CCCCC1OC(=O)c1ccc(S(=O)(=O)N(C)c2ccccc2)cc1 (configuration not stated) | -2 | -3 | -5 | -1 | -5 | -4 | -60
COCCNC(=S)N1CCN(c2nc(-c3cccc(OC)c3)cs2)CC1 | 1 | -2 | 8 | 2 | -1 | -3 | 25
O=C(CN1CCCC1)Nc1ccc(F)c(Cl)c1 | 1 | 4 | 6 | -2 | 0 | -2 | -4
COc1ccccc1C1c2ccc3ccccc3c2Oc2ncn(CCCO)c(=N)c21 (configuration not stated) | x | -3 | 9 | 0 | x | -5 | -10
CCCCNC(=O)Nc1ccccc1C(=O)NCc1ccco1 | x | 0 | -2 | 0 | x | -1 | 1
CCCCc1ccc(NC(=S)NCc2cccc(OC)c2)cc1 | 1 | 17 | x | 10 | -3 | 3 | -6
Cc1cc(NC(=O)c2ccc(S(=O)(=O)Nc3ccccc3)cc2)no1 | x | 13 | -5 | 8 | x | 1 | -2
N=c1n(CCO)c2ccccc2n1Cc1ccccc1Cl | x | 1 | 29 | 1 | x | -5 | -12
CCC(C)C(NC(N)=O)C(=O)Nc1ccc(OCc2ccccc2)cc1 (configuration not stated) | -5 | 0 | -11 | -2 | -5 | x | x

One compound at a time, from the list above.
C[C@@H]1CN([C@H](C)CO)C(=O)Cc2cc(NC(=O)C3CCCCC3)ccc2O[C@H]1CN(C)C(=O)Nc1ccccc1 as listed: ERp5 inh = 3; miR-122 sensor = -4[16.7 µM]; ARNT-TACC3 inh = -13; Cneo AK release = -7; SIRT5 block = -1; esBAF inh = 5; C2C12 statin = -8
Cc1cc(NC(=O)c2ccc(S(=O)(=O)Nc3ccccc3)cc2)no1 as listed: ERp5 inh = x; miR-122 sensor = 13; ARNT-TACC3 inh = -5; Cneo AK release = 8; SIRT5 block = x; esBAF inh = 1; C2C12 statin = -2

Following part.
Molecule | ERp5 inh | miR-122 sensor | ARNT-TACC3 inh | Cneo AK release | SIRT5 block | esBAF inh | C2C12 statin
C[C@@H]1CN([C@H](C)CO)C(=O)c2cccc(NC(=O)Nc3ccc(F)cc3)c2O[C@@H]1CN(C)CC1CC1 | -2 | 4[16.7 µM] | 18 | -9 | -3 | 0 | 0
COC(=O)c1ccc(-c2nn(C)c(=O)c3ccccc23)cc1 | -6 | 4 | 34 | 0 | 10 | -11 | -5
C[C@@H]1CN([C@H](C)CO)C(=O)Cc2cc(NC(=O)c3ccncc3)ccc2O[C@@H]1CN(C)C(=O)NC1CCCCC1 | 3 | -1[16.7 µM] | -8 | 36 | 14 | -6 | 13
CN(C)c1cnn(-c2ccccc2)c(=O)c1Cl | 0 | x | -2 | x | -2 | x | x
Nc1c(NCCc2ccccc2)c2ccccc2oc1=O | -3 | 5 | -8 | 0 | 2 | 40 | 0
CC(C)(C)C(=O)/C=c1\[nH]c(=O)/c(=C\c2ccc(C#N)cc2)s1 | x | 8 | 1 | -8 | x | 3 | -19

Source: PubChem (Broad Institute)
